Compound activity deposited in PubChem by Sanford-Burnham Center for Chemical Genomics.
APJ ag – activates the human apelin receptor APJ. P35414. AID 2520. actives 0.11% (n = 330,000). CHO-K1 APJ PathHunter beta-arrestin, luminescence; 0% DMSO wells, 100% apelin. activation, % at 20 µM;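 active = activation more than six SD over the plate average, tested at 20 µM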;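 also: 0% = DMSO alone and 100% = apelin-13 at 10 nM; some results filed as inactive read as strong as hits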
Target sequence (P35414 whole entry, looked up): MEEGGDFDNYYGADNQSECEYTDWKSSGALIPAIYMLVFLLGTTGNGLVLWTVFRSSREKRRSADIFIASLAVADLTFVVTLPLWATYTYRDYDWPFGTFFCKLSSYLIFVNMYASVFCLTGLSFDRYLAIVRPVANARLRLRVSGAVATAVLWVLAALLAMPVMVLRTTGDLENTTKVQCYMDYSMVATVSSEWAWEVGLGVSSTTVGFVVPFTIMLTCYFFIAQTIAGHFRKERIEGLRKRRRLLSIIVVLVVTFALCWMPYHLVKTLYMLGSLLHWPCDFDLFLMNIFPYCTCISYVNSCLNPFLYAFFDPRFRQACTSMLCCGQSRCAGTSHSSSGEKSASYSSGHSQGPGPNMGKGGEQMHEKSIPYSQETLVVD
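Assay system: engineered CHO-K1 APJ arrestin reporter cells; Amount: 1000 CHO-K1 reporter cells seeded per well; Dosing: one dose, 20 µM compound, 1% DMSO; Times: compound stimulation 90 min at 25 °C, detection 60 min; Measured by: luminescent beta-gal fragment complementation, chemiluminescent substrate; Read-out: APJ–arrestin association signal; Controls: DMSO vs Apelin-13 10 nM.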
Gli-Sufu block – antagonists of Gli-Sufu signaling. Sufu-KO-LIGHT fibroblasts, Gli luciferase reporter luminescence. inhibition, % at 5 µM. actives 0.74% (n = 340,000);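 active = inhibition above about 55%, limit read from the data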;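 also: 0% = DMSO-treated cells and 100% = wells with medium but no cells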
CCR6 antagonist – CCR6 (human) receptor antagonism; actives 0.49% (n = 340,000); inhibition, % at 20 µM; CHO-K1 CCR6 PathHunter beta-arrestin, luminescence, CCL20-stimulated; AID 493098; P51684;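 active = compounds whose inhibition of the agonist-driven luminescence signal at 20 µM reaches about 50%, limit read from the data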;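 also: cells stimulated with CCL20 at 14 nM final; plate controls were DMSO with CCL20 for no effect and DMSO without agonist for full effect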
Target sequence (P51684 whole entry, looked up): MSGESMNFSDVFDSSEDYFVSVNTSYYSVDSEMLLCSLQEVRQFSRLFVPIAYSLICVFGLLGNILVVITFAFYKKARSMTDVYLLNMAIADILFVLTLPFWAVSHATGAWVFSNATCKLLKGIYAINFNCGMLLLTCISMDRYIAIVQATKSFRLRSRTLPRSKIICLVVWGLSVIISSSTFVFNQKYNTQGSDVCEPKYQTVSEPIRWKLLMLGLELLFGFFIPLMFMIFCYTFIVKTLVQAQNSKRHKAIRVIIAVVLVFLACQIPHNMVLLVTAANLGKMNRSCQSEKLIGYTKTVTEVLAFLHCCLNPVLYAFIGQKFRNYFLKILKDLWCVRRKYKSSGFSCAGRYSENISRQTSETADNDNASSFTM
EBI2 antag – EBI2 (human) antagonism. AID 651636. inhibition, % at 5 µM. actives 0.81% (n = 360,000). P32249. EBI2 beta-arrestin recruitment, luminescence, 7a,25-OHC stimulated; in the data active = inhibition above about 38%;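 also: enzyme fragment complementation signal reports receptor beta-arrestin coupling in cells; 0% = agonist plus DMSO wells and 100% = wells without agonist; some results beyond the cut were filed as inactive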
APJ antagonist – antagonists of human APJ apelin receptor | inhibition, % at 20 µM | CHO-K1 APJ beta-arrestin complementation, luminescence | actives 0.32% (n = 330,000) | P35414 | AID 2521;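 active = inhibition above about 40% at 20 µM, limit read from the data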;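 also: cells challenged with 10 nM apelin-13 agonist together with compound; plate controls were apelin-13 plus DMSO wells for no effect and DMSO wells lacking apelin-13 for full effect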
CXCR6 block – CXCR6 (human) receptor inhibition | actives 0.36% (n = 360,000) | inhibition, % at 20 µM | O00574 | CHO-K1 PathHunter CXCR6 beta-arrestin, luminescence | AID 602244; in the data active = inhibition above about 34%, passing the limit was not always enough;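 also: antagonist mode with CXCL16 agonist at 10 nM final; 0% = 10 nM CXCL16 with DMSO and 100% = unstimulated wells without agonist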
Target sequence (O00574 whole entry, looked up): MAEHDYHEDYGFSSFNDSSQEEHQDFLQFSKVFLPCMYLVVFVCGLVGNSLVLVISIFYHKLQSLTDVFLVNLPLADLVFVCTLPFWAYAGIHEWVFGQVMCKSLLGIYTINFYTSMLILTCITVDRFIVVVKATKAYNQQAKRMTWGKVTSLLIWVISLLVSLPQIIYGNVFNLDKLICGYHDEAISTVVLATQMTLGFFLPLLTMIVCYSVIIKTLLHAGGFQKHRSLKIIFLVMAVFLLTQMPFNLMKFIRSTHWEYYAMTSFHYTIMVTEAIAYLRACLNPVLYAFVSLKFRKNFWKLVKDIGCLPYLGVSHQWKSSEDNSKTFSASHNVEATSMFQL
UBC13 polyUb – inhibitors of human UBC13 polyubiquitin chain formation. P61088. TR-FRET. inhibition, % at 20 µM. actives 0.47% (n = 330,000). AID 485273; in the data active = inhibition above about 45%, passing the limit was not always enough
ATG4B inhibitor – inhibitors of human ATG4B cysteine protease; actives 0.51% (n = 340,000); AID 504462; inhibition, % at 8.33 µM; ATG4B cleavage of LC3-PLA2, NBD-HPC fluorescence, 1 h; Q9Y4P1; in the data active = inhibition above about 40%
An asterisk follows results filed as active; x = not tested or not shown. No enrichment for hits (roughly 3% active in at least one column).

canonical_smiles,APJ ag,Gli-Sufu block,CCR6 antagonist,EBI2 antag,APJ antagonist,CXCR6 block,UBC13 polyUb,ATG4B inhibitor
O=C(Nc1ccccc1Cl)c1cccc(NC(=O)C2C3CC4OC(=O)C2C4C3)c1 (stereo not drawn),-2,-4,15,3,-6,4,-7,-1
NC1=NC(=O)/C(=C/c2ccc(OCC(=O)O)cc2)S1,0,-1,14,-5,3,10,-7,-7
O=C(NCc1ccccc1)c1cc2ccccc2oc1=O,-3,-6,5,-3,12,8,2,0
Cn1c(CN2CCN(c3ccccc3NS(C)(=O)=O)CC2)nc2ccccc21,1,21,4,1,7,3,2,-4
CCOc1ncccc1C(=O)Nc1ccc(F)c(F)c1,-3,-7,17,-4,-3,1,1,6
CCN(CC)S(=O)(=O)c1ccc(C(C)NCC(=O)Nc2ccccc2C(=O)NC2CC2)cc1 (stereo not drawn),-1,3,11,-13,3,4,-4,1
Cc1cc(CN(C)C(=O)c2ccc3nc(Cc4ccccc4F)oc3c2)n[nH]1,-2,-5,3,11,-2,7,-1,6
CSCC[C@H](NC(=O)[C@@H]1Cc2ccccc2CN1)C(=O)Nc1ccc2c(c1)OCO2,0,1,-8,-12,0,-3,-12,-5

Next part.
canonical_smiles,APJ ag,Gli-Sufu block,CCR6 antagonist,EBI2 antag,APJ antagonist,CXCR6 block,UBC13 polyUb,ATG4B inhibitor
CCOC(=O)CSc1nc(C)cc(C)c1C#N,-1,-4,1,-4,11,0,9,9
Cc1cccc(-c2ncc(CN3CCCC(CO)(Cc4ccccc4C)C3)cn2)c1 (stereo not drawn),-4,-8,12,21,14,-1,7,7
O=C(OCc1nc2ccccc2s1)C1CCN(C2=NS(=O)(=O)c3ccccc32)CC1,-2,-9,-21,8,-10,2,5,-10
Cc1ccc(C(=O)COC(=O)CCC(=O)Nc2cc(Cl)ccc2Cl)cc1[N+](=O)[O-],-14,2,62*,6,33,20,1,2
Cc1cc(Br)cc(/C=N/NC(=O)c2ccc3c(c2)OCO3)c1O,3,-1,-1,20,-24,1,-11,1
Cc1noc(C)c1C(=O)OCC(=O)Nc1ccccc1Oc1ccccc1,-5,1,12,9,18,13,6,4
S=C(Nc1ccccc1)N1CCCCCC1,-1,1,8,-11,9,0,5,-1
N#CCSc1nnc(COc2cccc3ccccc23)n1-c1ccccc1,-3,16,-3,17,8,1,3,-13

15 consecutive records out of the list so far:
canonical_smiles,APJ ag,Gli-Sufu block,CCR6 antagonist,EBI2 antag,APJ antagonist,CXCR6 block,UBC13 polyUb,ATG4B inhibitor
O=C(Nc1ccccc1Cl)c1cccc(NC(=O)C2C3CC4OC(=O)C2C4C3)c1 (stereo not drawn),-2,-4,15,3,-6,4,-7,-1
NC1=NC(=O)/C(=C/c2ccc(OCC(=O)O)cc2)S1,0,-1,14,-5,3,10,-7,-7
O=C(NCc1ccccc1)c1cc2ccccc2oc1=O,-3,-6,5,-3,12,8,2,0
Cn1c(CN2CCN(c3ccccc3NS(C)(=O)=O)CC2)nc2ccccc21,1,21,4,1,7,3,2,-4
CCOc1ncccc1C(=O)Nc1ccc(F)c(F)c1,-3,-7,17,-4,-3,1,1,6
CCN(CC)S(=O)(=O)c1ccc(C(C)NCC(=O)Nc2ccccc2C(=O)NC2CC2)cc1 (stereo not drawn),-1,3,11,-13,3,4,-4,1
Cc1cc(CN(C)C(=O)c2ccc3nc(Cc4ccccc4F)oc3c2)n[nH]1,-2,-5,3,11,-2,7,-1,6
CSCC[C@H](NC(=O)[C@@H]1Cc2ccccc2CN1)C(=O)Nc1ccc2c(c1)OCO2,0,1,-8,-12,0,-3,-12,-5
CCOC(=O)CSc1nc(C)cc(C)c1C#N,-1,-4,1,-4,11,0,9,9
Cc1cccc(-c2ncc(CN3CCCC(CO)(Cc4ccccc4C)C3)cn2)c1 (stereo not drawn),-4,-8,12,21,14,-1,7,7
O=C(OCc1nc2ccccc2s1)C1CCN(C2=NS(=O)(=O)c3ccccc32)CC1,-2,-9,-21,8,-10,2,5,-10
Cc1ccc(C(=O)COC(=O)CCC(=O)Nc2cc(Cl)ccc2Cl)cc1[N+](=O)[O-],-14,2,62*,6,33,20,1,2
Cc1cc(Br)cc(/C=N/NC(=O)c2ccc3c(c2)OCO3)c1O,3,-1,-1,20,-24,1,-11,1
Cc1noc(C)c1C(=O)OCC(=O)Nc1ccccc1Oc1ccccc1,-5,1,12,9,18,13,6,4
S=C(Nc1ccccc1)N1CCCCCC1,-1,1,8,-11,9,0,5,-1

Further results.
canonical_smiles,APJ ag,Gli-Sufu block,CCR6 antagonist,EBI2 antag,APJ antagonist,CXCR6 block,UBC13 polyUb,ATG4B inhibitor
O=C1C=C(c2cccc3c2Oc2ccccc2S3)C[C@@H](c2ccc(Cl)cc2)C1,2,9,7,14,18,4,11,-6
O=C(CN(C(=O)CNS(=O)(=O)c1ccccc1)c1ccc2c(c1)OCCO2)NC1CCCCC1,0,1,-4,5,18,15,-2,-7
Cc1cc(C)nc(SCc2nnc(SCC(=O)O)n2-c2ccccc2)n1,0,-2,10,3,-31,4,-6,-1
CCOC(=O)CSc1nc2sc(C)c(C)c2c(=O)n1C,-3,0,1,-9,0,-2,-1,-2
O=C(O)c1ccc(NS(=O)(=O)c2ccc(Cl)c(C(=O)Nc3ccccc3[N+](=O)[O-])c2)cc1,2,1,-3,2,3,-4,-5,0
CC(NC(=O)c1ccnc(C(C)(C)C)c1)c1ccccc1 (stereo not drawn),-1,2,12,2,1,0,2,0
C/C(=N/OC(=O)c1ccc(Br)cc1)c1ccc(C)cc1,0,-10,15,-6,-4,0,1,-3
COCCCNC(=S)N(CCCN(C)C)Cc1cc2cc3c(cc2[nH]c1=O)OCCO3,0,-2,6,-2,7,-4,-2,-8

Later entries
canonical_smiles,APJ ag,Gli-Sufu block,CCR6 antagonist,EBI2 antag,APJ antagonist,CXCR6 block,UBC13 polyUb,ATG4B inhibitor
Cn1nnc(NC(=O)c2cccc(F)c2)n1,1,-13,-6,-8,0,1,7,-9
CCn1c(C)cc(/C=C2/NC(=O)N(Cc3ccccc3F)C2=O)c1C,-2,-4,15,-1,0,10,-6,-8
O=C(CSc1nnc(Nc2ccccc2)s1)NN1C(=O)NC2(CCCCC2)C1=O,1,-32,-8,2,-2,-4,8,1
CC1(C#N)c2ccccc2C(Br)=CN1C(=O)c1ccccc1 (stereo not drawn),6,7,16,9,21,1,11,-1
O=C(O)c1cc2ccccc2c(N=Nc2cccnc2)c1O,-6,12,26,12,-1,18,-216,0
Cc1n[nH]c(=O)c2c(NC(=O)CSc3ncccn3)oc(C)c12,-2,2,7,2,7,1,-9,-4
Cc1ccccc1SCC(=O)NC1CCOC1=O (stereo not drawn),-2,4,-12,-7,1,-3,5,-2
CC(C)(C)OC(=O)N1CCCC(C(=O)Nc2ccc(C(=O)NCc3ccccc3)cc2)C1 (stereo not drawn),x,0,9,15,x,6,x,1

Further structures
canonical_smiles,APJ ag,Gli-Sufu block,CCR6 antagonist,EBI2 antag,APJ antagonist,CXCR6 block,UBC13 polyUb,ATG4B inhibitor
COc1ccc(CC(=O)N2CCN(c3ccccc3OC)CC2)cc1,-1,-7,1,-13,12,9,3,6
C/C(=N\NC(=O)Cc1ccc(Cl)cc1)c1cccc(NC(=O)c2cccnc2)c1,-4,1,8,-2,-1,-7,1,-3
O=C(Nc1nc(=O)n(C(=O)c2cccc(C(F)(F)F)c2)s1)c1ccccc1,-1,-2,13,-2,-10,-4,-3,-10
O=C(COC(=O)CNS(=O)(=O)/C=C/c1ccccc1)Nc1cccc2ccccc12,2,4,1,-13,5,-6,4,-17
O=C(Nc1cc(Cl)ccc1-n1cncn1)c1cc(F)cc(F)c1,-4,10,-2,13,4,-12,-1,-3
COc1ccc(-n2c(C)nc3c(cnn3-c3ccc(Cl)cc3)c2=O)cc1,-2,30,1,6,-4,-5,1,-9
Cc1ccc(C(c2nnnn2C2CCCCC2)N2CCN3CCCC3C2)cc1 (stereo not drawn),-3,10,6,-5,16,8,12,-12
COCCCn1c(=O)/c(=C\c2ccc(OC(F)F)c(OC)c2)s/c1=C(/C#N)C(N)=O,0,1,-5,2,-22,1,10,-12

Other records.
canonical_smiles,APJ ag,Gli-Sufu block,CCR6 antagonist,EBI2 antag,APJ antagonist,CXCR6 block,UBC13 polyUb,ATG4B inhibitor
Cc1cccc(N2CC(C(=O)Nc3ccc(N4CCOCC4)cc3)CC2=O)c1C (stereo not drawn),1,5,12,-1,1,5,4,3
CCOc1ccc(CC(=O)Nc2ccc(NC(=O)c3ccco3)cc2)cc1OCC,x,8,2,-2,x,-4,x,-11
CCOc1ccc(NC(=O)CSc2nnc(-c3ccncc3)n2CC2CCCO2)cc1 (stereo not drawn),13,-1,3,-2,-18,-9,-13,-9
CCOC(=O)c1cc(C)sc1NC(=O)CN1CCN(C(=O)C2CCCO2)CC1 (stereo not drawn),-3,9,5,4,8,5,3,-3
O=[N+]([O-])c1cc(-c2nnc(C34CC5CC(CC(C5)C3)C4)o2)cc([N+](=O)[O-])c1,9,26,2,17,-55,-11,2,-4
CC1(c2ccc(OC(F)F)cc2)NC(=O)N(CC(=O)N2c3ccccc3NC(=O)C2(C)C)C1=O (stereo not drawn),-3,1,-1,-2,12,4,-4,-2
O=C(CN(Cc1cccs1)S(=O)(=O)c1ccc(S(=O)(=O)NC2CCCCC2)cc1)Nc1ccccc1,1,6,12,18,-6,0,-6,-5
Cc1ccc(NC(=S)c2ccc(N(C)C)cc2)cc1,-2,-134,6,-4,13,3,-10,-1

Later entries:
canonical_smiles,APJ ag,Gli-Sufu block,CCR6 antagonist,EBI2 antag,APJ antagonist,CXCR6 block,UBC13 polyUb,ATG4B inhibitor
CC(=O)C[C@H]1c2cc(C(F)(F)F)ccc2S(=O)(=O)N1C1CCCCC1,-2,2,-1,8,6,-7,5,-3
CN(Cc1ccccc1)C(=S)NC(=O)C1CCCCC1,-2,-5,7,0,5,-20,7,9
O=C1NNC(=O)C2C3C=CC(C4CC34)C12 (stereo not drawn),-2,-11,-10,-8,10,-4,2,-2
Cc1ccc2nc(N3C(=O)C(O)=C(C(=O)c4ccc(C)o4)C3c3cccc(O)c3)sc2c1 (stereo not drawn),-4,-6,6,12,27,7,-10,-10
COc1cc(NC(=O)c2ccco2)c(C(=O)O)cc1OC,-3,6,-9,4,14,1,-2,5
Cc1ccc(NC2=C/C(=N/S(=O)(=O)c3cccs3)c3ccccc3C2=O)cc1,1,60*,59*,32,27,33,-70,8
Cc1nn(-c2ccccc2)c(C)c1C(=O)NCc1cccs1,-2,0,-1,5,0,5,6,-9
CCc1ccccc1NC(=O)C1CCN(c2cnccn2)CC1,-1,9,-11,-2,27,2,2,9

More compounds follow:
canonical_smiles,APJ ag,Gli-Sufu block,CCR6 antagonist,EBI2 antag,APJ antagonist,CXCR6 block,UBC13 polyUb,ATG4B inhibitor
O=C(Nc1nnc(S(=O)(=O)N2CCCCCC2)s1)c1ccccc1F,-2,-6,6,-3,5,5,-14,-7
Cc1cc2nn(-c3cccc4ccccc34)nc2cc1NC(=O)c1cccs1,-4,-2,1,8,8,5,13,6
COC(=O)[C@]1(C)N[C@H](CN(C)S(=O)(=O)c2ccc(F)cc2)[C@@H]2C(=O)N(Cc3ccccc3)C(=O)[C@@H]21,-4,4,5,-5,-6,-3,2,x
COc1ccccc1C1=NOC(COc2ccc3c(C)cc(=O)oc3c2)C1 (stereo not drawn),-2,45,13,-4,2,8,-8,-4
Cc1cc2oc(=O)c(CC(=O)O)c(C)c2c2occ(C(C)(C)C)c12,-2,-36,-2,-3,5,0,-1,5
CCN(CC(=O)NCCCn1ccnc1)S(=O)(=O)c1ccc(C)cc1,0,-2,1,-2,-6,0,-6,9
CS(=O)(=O)Nc1ccc(-c2nnc3n2CCCCC3)cc1,-3,0,-7,-9,5,-10,3,-3
CCN(CC)c1ncnc2c1cnn2C,-3,1,7,-2,9,-4,4,-11
O=S(=O)(CCSc1nc2ccccc2o1)Cc1ccccc1,0,-1,4,5,13,-8,-8,9
